Screening data from PubChem BioAssay.
GSK3beta inhib: inhibitors of human GSK3beta kinase. 0.038% of 300,000 active. AID 2097. GST-GSK3beta kinase, ADP-Glo luminescence, 60 min; hits give low values. activity score (negative = inhibition), % at 10 µM. P49841;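 active means more than half of replicate wells score below -50%, meaning over 50% inhibition versus plate controls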;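 further: 0% = median DMSO wells and -100% = median GW8510 positive control wells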
Target sequence (P49841 whole entry, looked up): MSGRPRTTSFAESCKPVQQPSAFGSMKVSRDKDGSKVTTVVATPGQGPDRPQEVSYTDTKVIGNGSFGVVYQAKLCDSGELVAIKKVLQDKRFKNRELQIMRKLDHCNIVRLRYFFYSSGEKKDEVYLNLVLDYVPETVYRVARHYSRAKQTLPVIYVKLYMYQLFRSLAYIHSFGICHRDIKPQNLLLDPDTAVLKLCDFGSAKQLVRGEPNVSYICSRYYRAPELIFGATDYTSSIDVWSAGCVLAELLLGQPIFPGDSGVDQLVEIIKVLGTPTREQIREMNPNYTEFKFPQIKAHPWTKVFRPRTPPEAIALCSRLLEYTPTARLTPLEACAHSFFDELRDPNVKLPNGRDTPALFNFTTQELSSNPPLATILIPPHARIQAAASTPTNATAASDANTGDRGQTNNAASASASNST
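Assay system: GST-tagged human GSK3beta kinase, cell-free; Input: 1.6 ng GSK3beta; Medium: Tris/MgCl2 kinase buffer; Timing: 60 min enzyme reaction, room temperature; Signal: ADP-Glo luminescence quantifying ADP generated by kinase; Evaluation: score relative to plate controls; Benchmarks: DMSO neutral wells and GW8510 at 20 µM as positive.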
Platelet DG rel: platelet dense granule release activity; inhibition, %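 (compounds screened at 7.5 µM in platelet-rich plasma)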; AID 1663; human platelet-rich plasma, SFLLRN dense granule ATP release, luminescence; 0.22% of 300,000 active;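 active means mean replicate score, as percent of positive control, at or above 50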
aSyn UTR inh: 5' untranslated region of α-synuclein, MLPCN primary screen | alpha-synuclein 5'UTR reporter, inhibitor activity | inhibition, % (tested at 7.5 µM) | 0.82% of 300,000 active | AID 1813; in the data active means inhibition above about 60%;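 further: H4 neuroglioblastoma cells stably carrying SNCA 5'UTR luciferase fusion; 0% = DMSO wells and 100% = positive control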
KLF5 inh: suppresses KLF5 promoter-driven expression; DLD-1 KLF5 promoter-luciferase reporter, luminescence; inhibition, % at 5 µM; AID 1700; 0.23% of 290,000 active;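 active means inhibition above a per-plate limit of that plate's mean compound inhibition plus 3 SD, cut at about 60% in these data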;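 further: 0% = DMSO wells and 100% = LY294002 at 200 µM; higher means less KLF5 promoter-driven luciferase light; inactives centre near -14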
HSF1 inhib: HSF1 inhibition | NIH3T3-HGL HSE-luciferase, MG132-induced, luminescence 8 h; hits give low values | activity change, negative = inhibition, % at 7.5 µM (by protocol) | 0.77% of 300,000 active | AID 2098;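 active means more than half of replicate wells show activity change below -50%, luminescence cut by over half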;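 further: luciferase reports HSF-1 transcriptional activity via heat shock element; 0% = median of DMSO wells and -100% = zero luminescence signal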
IEC-6 cytotox: IEC-6 cytotoxicity, counter-screen for KLF5 inhibitors; inhibition, % at 5 µM; luminescence viability; 0.78% of 290,000 active; in the data active means inhibition above about 22%;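 further: 0% = plate median of test compound wells and 100% = cytotoxic reference compound wells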
HSF1 activator: increases HSF-1 driven luciferase reporter signal; activation, % at 9 µM; NIH3T3-HGL HSF-1 luciferase reporter, MG132, 8 h; 100% = twice DMSO control signal; 1.7% of 300,000 active;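 active means mean replicate activation of at least 50% with a set share of replicates each reaching 50%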;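 further: 0% = median of the neutral control wells and 100% = twice that signal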
HSP90 refold inh: inhibitors of HSP90 luciferase refolding in rabbit reticulocyte lysate. luciferase refolding luminescence, 3 h. inhibition, % at 5.6 µM. 0.91% of 290,000 active;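 active means inhibition above the screen-wide mean plus 3 SD, computed separately per campaign, cut at about 16% in these data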;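 further: 0% = DMSO wells and 100% = 60 µM geldanamycin wells; inhibitors lower the luminescence because luciferase stays unfolded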
Dyrk1A ADPGlo: inhibitors of rat Dyrk1A kinase | Q63470 | ADP-Glo luminescence, NFATc1 peptide | inhibition, % at 12.5 µM | 0.43% of 310,000 active; in the data active means inhibition above about 50%;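 further: plate controls were vehicle with enzyme for no effect and no enzyme for full effect; many of its hits are not listed in these tables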
GSK3A inh: inhibitors of human GSK-3 alpha kinase; inhibition, % at 10 µM; P49840; 0.1% of 320,000 active; ADP-Glo luminescence, 60 min;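 in the data active means inhibition above about 50%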;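 further: GST-tagged GSK-3 alpha with peptide substrate and 25 µM ATP; 0% = DMSO neutral wells and 100% = GW8510 positive control wells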
Target sequence (P49840 whole entry, looked up): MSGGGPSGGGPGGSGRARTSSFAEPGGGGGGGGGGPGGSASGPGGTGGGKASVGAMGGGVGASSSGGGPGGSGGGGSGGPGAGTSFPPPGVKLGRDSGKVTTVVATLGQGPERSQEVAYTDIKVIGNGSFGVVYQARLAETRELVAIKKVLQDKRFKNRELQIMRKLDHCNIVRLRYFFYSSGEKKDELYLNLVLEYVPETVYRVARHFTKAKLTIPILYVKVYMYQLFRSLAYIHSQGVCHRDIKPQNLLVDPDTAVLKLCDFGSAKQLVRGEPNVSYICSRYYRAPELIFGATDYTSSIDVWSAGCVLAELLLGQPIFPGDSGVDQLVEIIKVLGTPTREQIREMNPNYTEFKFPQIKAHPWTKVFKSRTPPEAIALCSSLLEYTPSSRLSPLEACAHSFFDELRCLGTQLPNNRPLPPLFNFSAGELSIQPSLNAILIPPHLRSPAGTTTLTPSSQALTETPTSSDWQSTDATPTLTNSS
An asterisk follows results filed as active; · = not tested or not shown. The list is partial, so the mix of outcomes need not match the whole.

SMILES | GSK3beta inhib | Platelet DG rel | aSyn UTR inh | KLF5 inh | HSF1 inhib | IEC-6 cytotox | HSF1 activator | HSP90 refold inh | Dyrk1A ADPGlo | GSK3A inh
Cc1cc(C)c2nc(NNC(=O)c3ccc(S(=O)(=O)N4CCCC(C)C4)cc3)sc2c1 (stereo not drawn) | -4 | 3 | 73* | 24 | -13 | 7 | -25 | 3 | 6 | -2
Cc1ccc2[nH]c3c(=O)n(CCc4cnc[nH]4)cnc3c2c1 | -1 | 0 | -44 | -12 | 9 | 1 | 15 | 0 | 6 | ·
CC(C)N(Cc1ccccc1)S(=O)(=O)c1cccs1 | -3 | · | -4 | -13 | -2 | -2 | -11 | 2 | 4 | -2
COCc1nnc(NC(=O)c2ccc(NC(=O)C(C)C)cc2)s1 | -3 | 3 | -2 | -22 | 1 | 1 | -6 | 1 | -10 | -2
CCS(=O)(=O)N1CCC(C(=O)NCCCOC)CC1 | -5 | -6 | 13 | 3 | 0 | 0 | -11 | 2 | -1 | -1
CC(C)(C)c1ccc(S(=O)(=O)N(CCCN2CCOCC2)Cc2cccs2)cc1 | 0 | -4 | 4 | -2 | 5 | -1 | 18 | 4 | -8 | -1
CCN(CC)S(=O)(=O)c1cccc(-c2nnc(SCCCC(=O)c3ccccc3)o2)c1 | 3 | 3 | -14 | -10 | -2 | -7 | 1 | 0 | -4 | 0
Cc1nnc(SCc2ccc(F)cc2)s1 | 1 | -7 | -69 | -30 | 7 | -1 | 5 | 0 | 12 | 5
Cc1ccc(C(=O)OCC(=O)N(CC(C)C)c2c(N)n(Cc3ccccc3)c(=O)[nH]c2=O)o1 | 0 | -18 | 10 | · | 3 | · | -5 | · | 0 | 0
Cc1cccc(N2CCN(C(=O)C3CCN(S(=O)(=O)N4CCOCC4)CC3)CC2C)c1 (stereo not drawn) | -2 | -4 | -5 | 4 | 6 | 0 | 33 | -2 | -8 | 0
COc1ccc(C(C(=O)NC2CCCCC2)N(C(=O)c2csnn2)C2CC2)cc1 (stereo not drawn) | 2 | 3 | 8 | 7 | -2 | -2 | -16 | 1 | -5 | 0
O=C(Cc1c[nH]c2ccccc12)NCc1ccncc1 | 2 | -5 | -13 | -9 | -2 | 8 | 11 | -1 | -3 | -1
COc1cccc(Nc2nnc(SCN3C(=O)c4ccccc4C3=O)s2)c1 | 3 | -6 | -51 | -3 | 5 | -3 | 24 | 2 | 5 | -4
COc1cc(C2C(C#N)=C(N)Oc3c2ccc2ccccc32)ccc1OCC(=O)Nc1cccc(C)c1 (stereo not drawn) | 1 | 6 | 21 | 23 | -3 | 4 | 16 | -5 | -6 | 1
O=C(Nc1cccc(-c2cn3ccccc3n2)c1)c1ccccc1 | -3 | 1 | -64 | -75 | 10 | -5 | 23 | -2 | 1 | -3
CC(COc1cccc2ccccc12)CN1CCN(C)CC1 (stereo not drawn) | -2 | 4 | 2 | 3 | 2 | -7 | 23 | 2 | 2 | -2
COC(=O)c1[nH]c2ccc(C)cc2c1NC(=O)C1=COCCO1 | 3 | 11 | 37 | -4 | -9 | 2 | -15 | -1 | 2 | 0
O=C(CCc1ccc(S(=O)(=O)N2CCOCC2)cc1)Nc1ccc(N2CCOCC2)cc1 | -1 | 1 | 4 | 8 | -11 | -3 | -12 | 0 | -4 | -2
Nc1nonc1-n1nnc(C(=O)N/N=C/c2ccccn2)c1-c1ccccc1 | 2 | 0 | 7 | -9 | -9 | -2 | -8 | 3 | 15 | ·
CCOC(=O)/C=C(\C)Nc1cc(C)nn1-c1ccccc1 | 2 | -2 | -29 | -3 | 31 | 4 | 54* | 4 | 9 | -2

Some of the entries above in another layout:
Results follow in this order: GSK3beta inhib, Platelet DG rel, aSyn UTR inh, KLF5 inh, HSF1 inhib, IEC-6 cytotox, HSF1 activator, HSP90 refold inh, Dyrk1A ADPGlo, GSK3A inh
- Cc1cccc(N2CCN(C(=O)C3CCN(S(=O)(=O)N4CCOCC4)CC3)CC2C)c1 (stereo not drawn)
 : -2, -4, -5, 4, 6, 0, 33, -2, -8, 0
- COc1ccc(C(C(=O)NC2CCCCC2)N(C(=O)c2csnn2)C2CC2)cc1 (stereo not drawn)
 : 2, 3, 8, 7, -2, -2, -16, 1, -5, 0
- O=C(Cc1c[nH]c2ccccc12)NCc1ccncc1
 : 2, -5, -13, -9, -2, 8, 11, -1, -3, -1
- COc1cccc(Nc2nnc(SCN3C(=O)c4ccccc4C3=O)s2)c1
 : 3, -6, -51, -3, 5, -3, 24, 2, 5, -4
- COc1cc(C2C(C#N)=C(N)Oc3c2ccc2ccccc32)ccc1OCC(=O)Nc1cccc(C)c1 (stereo not drawn)
 : 1, 6, 21, 23, -3, 4, 16, -5, -6, 1
- O=C(Nc1cccc(-c2cn3ccccc3n2)c1)c1ccccc1
 : -3, 1, -64, -75, 10, -5, 23, -2, 1, -3
- CC(COc1cccc2ccccc12)CN1CCN(C)CC1 (stereo not drawn)
 : -2, 4, 2, 3, 2, -7, 23, 2, 2, -2
- COC(=O)c1[nH]c2ccc(C)cc2c1NC(=O)C1=COCCO1
 : 3, 11, 37, -4, -9, 2, -15, -1, 2, 0
- O=C(CCc1ccc(S(=O)(=O)N2CCOCC2)cc1)Nc1ccc(N2CCOCC2)cc1
 : -1, 1, 4, 8, -11, -3, -12, 0, -4, -2
- Nc1nonc1-n1nnc(C(=O)N/N=C/c2ccccn2)c1-c1ccccc1
 : 2, 0, 7, -9, -9, -2, -8, 3, 15, ·
- CCOC(=O)/C=C(\C)Nc1cc(C)nn1-c1ccccc1
 : 2, -2, -29, -3, 31, 4, 54*, 4, 9, -2

Later entries
SMILES | GSK3beta inhib | Platelet DG rel | aSyn UTR inh | KLF5 inh | HSF1 inhib | IEC-6 cytotox | HSF1 activator | HSP90 refold inh | Dyrk1A ADPGlo | GSK3A inh
COc1ccc(OC)c(C(=O)N2CCC(n3nccc3NC(=O)CC(C)C)CC2)c1 | · | -8 | 25 | -44 | -12 | -1 | -4 | 1 | · | 0
CC(C)CC(=O)Nc1c2c(nn1-c1ccc(F)cc1)CS(=O)(=O)C2 | -1 | 3 | -16 | 3 | -2 | 4 | -12 | 0 | 3 | -3
COc1ccc(CCNC(=O)Nc2cc(F)c(F)cc2Cl)cc1OC | 4 | -2 | 10 | -23 | -2 | 8 | -3 | 2 | · | 1
O=C(Nc1ccc(Cn2cccn2)cc1)c1ccc(COc2ccccc2Br)cc1 | 0 | -4 | -107 | -23 | 14 | 5 | 12 | 1 | · | -1
O=C(NCc1ccco1)C1CC(=O)N(c2ccc(F)cc2)C1 (stereo not drawn) | 0 | -38 | 21 | -35 | -11 | 1 | -5 | -3 | 6 | -1
CCn1c(SCc2cccc(F)c2)nnc1-c1cccnc1 | 1 | 4 | -4 | -14 | -9 | 0 | 3 | 0 | 5 | -1
CC(C)[C@H](NC(=O)OC(C)(C)C)C(=O)N/N=C/c1ccc2nccnc2c1 | 3 | 4 | 5 | -22 | -4 | -2 | -6 | 1 | -2 | 1
Cc1c(Cc2ccccc2)c(=O)oc2cc(OCc3nn[nH]n3)ccc12 | 6 | -31 | 4 | -36 | -7 | -2 | -9 | -3 | -6 | -6
CCN(Cc1ccccc1)S(=O)(=O)c1ccc(C(=O)N(CCCN(C)C)c2nc3cc4c(cc3s2)OCO4)cc1 | 1 | 0 | -14 | -21 | -17 | -12 | -20 | 2 | -8 | 0
CCOc1ccc(C(=O)N2CCC3(CC2)NCCc2[nH]cnc23)cc1OCC | -5 | -3 | 3 | -3 | -6 | 1 | -12 | 1 | 5 | -1
CCOC(=O)C1=C(C)N(C)C(=O)NC1c1ccc2c(c1)OCO2 (stereo not drawn) | 11 | -1 | -2 | -17 | 2 | 6 | 13 | -1 | -2 | -3
Fc1cccc(Cl)c1CSc1ccc2nnc(-c3ccccn3)n2n1 | 1 | 1 | 17 | -11 | -9 | -4 | -1 | 3 | 0 | -2
O=C(c1cc(-c2cccs2)on1)N1CCc2ccccc2C1 | 0 | 5 | 7 | -14 | -2 | -1 | 10 | 0 | -1 | 0
COc1ccc(C2Nc3ccccc3C(=O)N2c2ccccc2)cc1COc1ccccn1 (stereo not drawn) | 1 | 5 | -17 | -60 | 1 | -5 | -2 | -3 | -5 | -4
COc1ccc(C(CC(=O)O)NC(=O)Cc2ccccc2)cc1 (stereo not drawn) | 1 | 0 | 4 | -14 | -1 | 2 | -3 | 0 | 0 | 0
N=c1c2c(ncn1Cc1ccco1)Oc1cc(O)ccc1C2c1ccccc1 (stereo not drawn) | -4 | 16 | 6 | -2 | 3 | -3 | -6 | 8 | 5 | 0
COc1ccc(OC)c(CNc2ccc(F)c(Cl)c2)c1 | 0 | -6 | -20 | -12 | 10 | 2 | 0 | -1 | 12 | -2
O=c1[nH]nc(Cc2ccc(Cl)cc2)c2ccccc12 | 4 | · | 10 | -4 | 12 | 0 | 12 | 4 | · | 4
CC(C)c1cc(CNC(=O)c2ccc(OC3CCN(Cc4ccccn4)CC3)cc2)on1 | -1 | 1 | 13 | -55 | -1 | -4 | -4 | 1 | 7 | 0
COc1cc(/C=N/NC(=O)CNC(=O)c2ccncc2)ccc1O | -2 | 8 | -3 | -3 | -9 | -4 | 7 | 4 | -5 | 0
COc1ccccc1C(=O)Nc1ccnn1C1CCN(C(C)CSC)CC1 (stereo not drawn) | 4 | -2 | -17 | -27 | 4 | 3 | 7 | -4 | -4 | 3
O=S(=O)(/C=C/c1ccccc1)NCc1ccccc1Cl | -2 | -4 | 18 | -14 | 7 | -4 | 18 | -4 | 2 | 8
CCOC(=O)c1ccc(N2C(=O)C3C(/C=C/c4ccccc4)OC4(C(=O)c5ccccc5C4=O)C3C2=O)cc1 (stereo not drawn) | 0 | -5 | -3 | -1 | -3 | 3 | 20 | -2 | · | 4
Cc1cc(C)nc(-n2ncc3c2CC(c2ccccc2)CC3=O)n1 (stereo not drawn) | 2 | 5 | 15 | 2 | -7 | -5 | -16 | 3 | 0 | 2
COc1ccc(CNC(=O)Nc2cc(C)ccc2C)cc1 | 2 | 0 | -13 | -15 | 1 | -2 | 6 | -6 | 1 | 2
Cc1cc2oc(=O)cc(Cn3ccnc3)c2cc1Cl | -4 | -3 | 7 | -29 | 6 | 5 | 18 | 0 | -1 | 2
COCC(=O)Nc1nc2ccc(S(C)(=O)=O)cc2s1 | -4 | -3 | -24 | -49 | 7 | 3 | 42 | 3 | 16 | -6
N/C(CSc1ccc(Cl)cc1)=N\S(=O)(=O)c1ccc(Cl)cc1 | -1 | · | · | 11 | · | 5 | · | 1 | · | -1
